# T cruzi HTS = blocks T. cruzi growth inside host cells | intracellular Trypanosoma cruzi in host cells, plate reader | activity score (inhibition), % at 5.01 µM | 22,000 compounds, 4.9% hits; in the data active = activity score above about 55%;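 note: parasites and compound incubated about four days before reading; 0% = median of neutral control wells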
# INS-1E rescue = preserves ATP levels in cytokine-treated INS-1E cells; INS-1E cytokine-induced death, ATP luminescence, 48 h; normalised: neutral wells 0, positive control 100; protection from cytokine-induced ATP loss, % at 10 µM; 20,000 compounds, 0.1% hits; AID 488910;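 active = mean replicate protection from cytokine-induced ATP loss at least 50% and at least 75% of replicates each reaching 50%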
#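 Test system: INS-1E rat cells | Quantity: 8000 cells per well | Medium: Phenol-red-free RPMI with 5% fetal bovine serum | Reagent: Cytokine cocktail of IFN-γ, TNF-α and IL-1β | Doses: One compound concentration, pin transfer | Timing: 48 h co-treatment, 10 min post-lysis read | Technique: Luminescent ATP assay (CellTiter-Glo)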
# Numbers without * were called inactive; . = no result given. An excerpt (hit frequency here may not be typical).
SMILES,T cruzi HTS,INS-1E rescue
C[C@H](CO)N1C[C@H](C)[C@H](CN(C)C(=O)Nc2ccccc2)Oc2ccc(NC(=O)Nc3cccc4ccccc34)cc2CC1=O,-2,0
CC(C)COC(=O)N(C)C[C@@H]1OCc2cn(nn2)CCCC(=O)N([C@@H](C)CO)C[C@@H]1C,-12,.
CNC[C@H]1Oc2ccc(NS(=O)(=O)c3ccc(OC)cc3)cc2CC(=O)N([C@@H](C)CO)C[C@H]1C,-3,6
COc1ccc(NC(=O)N(C)C[C@@H]2Oc3ccc(NC(=O)CCCN(C)C)cc3C(=O)N([C@@H](C)CO)C[C@H]2C)cc1,-16,2
C[C@@H]1CN([C@@H](C)CO)C(=O)CCCn2nncc2CO[C@@H]1CN(C)C(=O)Cc1ccccc1,-21,.
C[C@H](CO)N1C[C@H](C)[C@@H](CN(C)C(=O)Nc2ccc3c(c2)OCO3)Oc2ccc(NC(=O)CCC(F)(F)F)cc2C1=O,-28,4
Cc1ccc(S(=O)(=O)Nc2cccc3c2O[C@@H](CN(C)C(=O)NC(C)C)[C@H](C)CN([C@H](C)CO)C3=O)cc1,-6,13
C[C@@H]1CN([C@@H](C)CO)C(=O)c2cccc(NS(C)(=O)=O)c2O[C@H]1CN(C)S(=O)(=O)c1cn(C)cn1,-18,10
C[C@H](CO)N1C[C@H](C)[C@H](CN(C)C(=O)Nc2cccc3ccccc23)Oc2ccc(NC(=O)Nc3cccc4ccccc34)cc2C1=O,13,-12
C[C@H](CO)N1C[C@H](C)[C@H](CN(C)C(=O)Nc2ccc3c(c2)OCO3)Oc2c(NS(=O)(=O)c3cn(C)cn3)cccc2C1=O,-2,1
C[C@@H]1CN([C@@H](C)CO)C(=O)Cc2cc(NC(=O)Nc3ccc4c(c3)OCO4)ccc2O[C@@H]1CN(C)Cc1ccc(C(=O)Nc2ccccc2N)cc1,67*,-15
C[C@H](CO)N1C[C@H](C)[C@H](CN(C)S(=O)(=O)c2cn(C)cn2)Oc2ccc(NC(=O)c3ccncc3)cc2CC1=O,-6,-3
COc1ccc(NC(=O)N(C)C[C@@H]2Oc3c(NC(=O)Nc4ccc(C(F)(F)F)cc4)cccc3C(=O)N([C@@H](C)CO)C[C@@H]2C)cc1,-15,-11
C[C@H]1CN([C@@H](C)CO)C(=O)Cc2cc(NC(=O)Cc3ccccc3)ccc2O[C@@H]1CN(C)C(=O)Nc1ccccc1,11,3
Cc1ccc(S(=O)(=O)Nc2ccc3c(c2)C(=O)N([C@H](C)CO)C[C@@H](C)[C@H](CN(C)C(=O)Nc2ccc(F)cc2)O3)cc1,1,.
C[C@H]1CN([C@@H](C)CO)C(=O)Cc2cc(NC(=O)Cc3cn(C)c4ccccc34)ccc2O[C@H]1CN(C)C(=O)Nc1ccc(F)cc1,12,5
Cc1ccc(S(=O)(=O)N(C)C[C@H]2Oc3ccc(NC(=O)Nc4ccc5c(c4)OCO5)cc3CC(=O)N([C@@H](C)CO)C[C@@H]2C)cc1,-17,-2
O=C(N/N=C/c1cccc(Oc2ccccc2)c1)c1ccccc1O,-15,-9
Cc1ccc(S(=O)(=O)N(C)C[C@@H]2Oc3c(NS(=O)(=O)c4ccc(F)cc4)cccc3C(=O)N([C@@H](C)CO)C[C@H]2C)cc1,-7,15
C[C@@H]1CN([C@H](C)CO)C(=O)c2cc(NS(=O)(=O)c3cn(C)cn3)ccc2O[C@H]1CN(C)C(=O)Nc1ccc(F)cc1,2,.
CC(C)NC(=O)Nc1ccc2c(c1)C(=O)N([C@@H](C)CO)C[C@H](C)[C@@H](CN(C)S(=O)(=O)c1cccs1)O2,-6,3
C[C@@H]1CN([C@@H](C)CO)C(=O)c2cccc(NS(=O)(=O)c3ccccc3)c2O[C@H]1CN(C)C(=O)Nc1ccc2c(c1)OCO2,4,11
COc1ccc(CN(C)C[C@H]2Oc3ccc(NC(=O)Nc4ccc(C(F)(F)F)cc4)cc3C(=O)N([C@H](C)CO)C[C@H]2C)cc1,13,-29
O=C(CCCCC(=O)N/N=C/CCC1CCCCC1)NO,21,4
C[C@@H]1CCCCO[C@H](CN(C)C(=O)Nc2ccc3c(c2)OCO3)[C@@H](C)CN([C@H](C)CO)C(=O)c2cc(NC(=O)c3ccncc3)ccc2O1,-3,-2
CCCC(O)C#Cc1cnc2c(c1)C(=O)N([C@H](C)CO)C[C@H](C)[C@H](CN(C)C(=O)Nc1c(C)noc1C)O2 (stereo partly drawn),-10,.
C[C@H](CO)N1C[C@H](C)[C@H](CN(C)Cc2ccc(Cl)c(Cl)c2)Oc2ccc(NC(=O)NC3CCCCC3)cc2C1=O,-22,-5
COc1ccc(NC(=O)Nc2ccc3c(c2)CC(=O)N([C@H](C)CO)C[C@@H](C)[C@@H](CN(C)Cc2ccc(Oc4ccccc4)cc2)O3)cc1,72*,-22
C[C@@H]1CN([C@@H](C)CO)C(=O)c2cccc(NS(C)(=O)=O)c2O[C@H]1CN(C)S(=O)(=O)c1ccc(F)cc1,-14,10
C[C@@H]1CCCCO[C@H](CN(C)Cc2ccc(C(F)(F)F)cc2)[C@@H](C)CN([C@H](C)CO)C(=O)c2cc(NS(=O)(=O)c3cccs3)ccc2O1,18,-9
C[C@@H]1CN([C@@H](C)CO)C(=O)c2cc(NC(=O)Cc3ccccc3)ccc2O[C@@H]1CN(C)Cc1ccc(Cl)c(Cl)c1,15,.
COc1ccc(CN(C)C[C@H]2Oc3c(NC(=O)NC4CCCCC4)cccc3C(=O)N([C@@H](C)CO)C[C@@H]2C)cc1,-5,-5
COc1ccc(S(=O)(=O)N(C)C[C@H]2Oc3ccc(NS(=O)(=O)c4ccc(Cl)cc4)cc3C(=O)N([C@@H](C)CO)C[C@@H]2C)cc1,8,.
C[C@@H]1CN([C@@H](C)CO)C(=O)c2cc(NC(=O)Nc3ccc4c(c3)OCO4)ccc2O[C@@H]1CN(C)C(=O)Nc1cccc2ccccc12,8,-7
C[C@H]1CN([C@@H](C)CO)C(=O)Cc2cc(NC(=O)NC3CCCCC3)ccc2O[C@@H]1CN(C)S(=O)(=O)c1ccc(Cl)cc1,2,10
C[C@@H]1CN([C@H](C)CO)C(=O)CCCn2nncc2CO[C@H]1CN(C)C(=O)c1cc(-c2ccccc2)on1,-4,.
C[C@H]1CN([C@@H](C)CO)C(=O)c2cccc(NC(=O)Nc3ccc(C(F)(F)F)cc3)c2O[C@H]1CN(C)S(=O)(=O)c1cccs1,25,-21
CC(C)NC(=O)N(C)C[C@@H]1Oc2ncc(-c3cccc(F)c3)cc2C(=O)N([C@H](C)CO)C[C@@H]1C,20,.
C[C@@H]1CCCCO[C@@H](CN(C)S(=O)(=O)c2ccccc2)[C@@H](C)CN([C@H](C)CO)C(=O)c2cc(NC(=O)CCCN(C)C)ccc2O1,-12,2
C[C@@H]1CN([C@H](C)CO)C(=O)c2cccc(NC(=O)c3ccc(-c4nccs4)cc3)c2O[C@@H]1CN(C)Cc1ccc(Oc2ccccc2)cc1,42,-52

# A draw from above in order of SMILES length, lowest first.
SMILES,T cruzi HTS,INS-1E rescue
O=C(CCCCC(=O)N/N=C/CCC1CCCCC1)NO,21,4
C[C@@H]1CN([C@@H](C)CO)C(=O)c2cccc(NS(C)(=O)=O)c2O[C@H]1CN(C)S(=O)(=O)c1ccc(F)cc1,-14,10
CC(C)NC(=O)Nc1ccc2c(c1)C(=O)N([C@@H](C)CO)C[C@H](C)[C@@H](CN(C)S(=O)(=O)c1cccs1)O2,-6,3
C[C@@H]1CN([C@@H](C)CO)C(=O)c2cccc(NS(=O)(=O)c3ccccc3)c2O[C@H]1CN(C)C(=O)Nc1ccc2c(c1)OCO2,4,11
C[C@@H]1CN([C@@H](C)CO)C(=O)c2cc(NC(=O)Nc3ccc4c(c3)OCO4)ccc2O[C@@H]1CN(C)C(=O)Nc1cccc2ccccc12,8,-7
C[C@@H]1CCCCO[C@@H](CN(C)S(=O)(=O)c2ccccc2)[C@@H](C)CN([C@H](C)CO)C(=O)c2cc(NC(=O)CCCN(C)C)ccc2O1,-12,2

# Further structures
SMILES,T cruzi HTS,INS-1E rescue
C[C@H](CO)N1C[C@H](C)[C@H](CN(C)C(=O)NC2CCCCC2)Oc2ccc(NS(=O)(=O)c3ccc(Cl)cc3)cc2C1=O,28,-4
Cc1ccc(S(=O)(=O)Nc2ccc3c(c2)C(=O)N([C@H](C)CO)C[C@H](C)[C@@H](CN(C)Cc2ccc(Oc4ccccc4)cc2)O3)cc1,-1,-5
C[C@@H]1CN([C@H](C)CO)C(=O)c2cccc(NS(=O)(=O)c3ccc(Cl)cc3)c2O[C@@H]1CN(C)C(=O)Nc1ccccc1,0,6
Cc1noc(C)c1NC(=O)N(C)C[C@H]1Oc2ccc(NC(=O)Cn3cnnn3)cc2C(=O)N([C@@H](C)CO)C[C@@H]1C,-27,-2
C[C@@H]1CN([C@@H](C)CO)C(=O)c2cccc(N(C)C)c2O[C@@H]1CN(C)Cc1ccccc1,6,2
C[C@H]1CN([C@@H](C)CO)C(=O)c2cccc(NS(=O)(=O)c3ccc(F)cc3)c2O[C@H]1CN(C)Cc1ccc(C(=O)Nc2ccccc2N)cc1,60*,-18
COc1ccc(S(=O)(=O)Nc2ccc3c(c2)C(=O)N([C@H](C)CO)C[C@H](C)[C@@H](CN(C)C(=O)Nc2ccc(C(F)(F)F)cc2)OCCCC[C@@H](C)O3)cc1,37,-7
C[C@H](CO)N1C[C@H](C)[C@@H](CN(C)C(=O)Nc2ccc(F)cc2)Oc2ccc(NC(=O)Nc3ccccc3)cc2C1=O,-9,7
CC(C)NC(=O)Nc1cccc2c1O[C@H](CN(C)C(=O)NC(C)C)[C@H](C)CN([C@H](C)CO)C2=O,-19,1
C[C@@H]1CCCCO[C@@H](CN(C)S(=O)(=O)c2cccs2)[C@@H](C)CN([C@H](C)CO)C(=O)c2cc(NC(=O)NC3CCCCC3)ccc2O1,8,12
C[C@H](CO)N1C[C@H](C)[C@H](CN(C)C(=O)Nc2ccc(F)cc2)Oc2c(NC(=O)C3CCOCC3)cccc2C1=O,-21,2
COc1ccc(/C=N/NC(=O)CCCCCCC(=O)Nc2ccccc2O)cc1,-11,10
C[C@@H]1CN([C@@H](C)CO)C(=O)c2cc(NS(=O)(=O)c3ccc(F)cc3)ccc2O[C@H]1CN(C)Cc1ccncc1,-6,1
COc1ccc(S(=O)(=O)Nc2ccc3c(c2)C(=O)N([C@H](C)CO)C[C@H](C)[C@@H](CN(C)Cc2ccc(C(F)(F)F)cc2)O3)cc1,64*,-12
CNC[C@@H]1Oc2ccc(NS(=O)(=O)c3ccc(F)cc3)cc2C(=O)N([C@@H](C)CO)C[C@@H]1C,-9,4
C[C@H](CO)N1C[C@H](C)[C@H](CN(C)S(=O)(=O)c2cn(C)cn2)Oc2ccc(NC(=O)NC3CCCCC3)cc2C1=O,-2,.
COc1ccc(CN(C)C[C@H]2Oc3ccc(NS(=O)(=O)c4ccc(F)cc4)cc3CC(=O)N([C@@H](C)CO)C[C@@H]2C)cc1,40,-12
COc1ccccc1CN(C)C[C@@H]1OCc2cn(nn2)CCCC(=O)N([C@@H](C)CO)C[C@@H]1C,-22,.
C[C@@H]1CCCCO[C@@H](CN(C)CC2CC2)[C@@H](C)CN([C@H](C)CO)C(=O)c2cc(NC(=O)CCC(F)(F)F)ccc2O1,-9,0
C[C@H]1CN([C@@H](C)CO)C(=O)Cc2cc(NS(=O)(=O)c3ccc(F)cc3)ccc2O[C@@H]1CN(C)S(=O)(=O)c1ccc(Cl)cc1,3,8
C[C@H](CO)N1C[C@H](C)[C@H](CN(C)S(=O)(=O)c2cccs2)Oc2ccc(NS(=O)(=O)c3ccccc3)cc2C1=O,36,.
C[C@H]1CN([C@@H](C)CO)C(=O)Cc2cc(NC(=O)Nc3cccc4ccccc34)ccc2O[C@H]1CN(C)CC1CC1,-24,1
Cc1cc(C(=O)Nc2cccc3c2O[C@@H](CN(C)C(=O)Nc2ccc(F)cc2)[C@H](C)CN([C@H](C)CO)C3=O)n(C)n1,-36,13
Cc1noc(C)c1S(=O)(=O)Nc1ccc2c(c1)C(=O)N([C@H](C)CO)C[C@H](C)[C@@H](CN(C)C(=O)Nc1ccc(C(F)(F)F)cc1)OCCCC[C@@H](C)O2,58*,2
CNC[C@@H]1Oc2ccc(NC(=O)NC(C)C)cc2C(=O)N([C@H](C)CO)C[C@H]1C,1,.
C[C@@H]1CN([C@@H](C)CO)C(=O)c2cc(NC(=O)Cn3cnnn3)ccc2O[C@H]1CN(C)S(=O)(=O)c1ccccc1,-6,17
C[C@H](CO)N1C[C@H](C)[C@H](CN(C)S(C)(=O)=O)Oc2ccc(NC(=O)Nc3cccc4ccccc34)cc2C1=O,-17,-1
CNC[C@@H]1Oc2ccc(NC(=O)CCN3CCOCC3)cc2C(=O)N([C@H](C)CO)C[C@H]1C,-22,7
COc1ccc(S(=O)(=O)Nc2ccc3c(c2)C(=O)N([C@H](C)CO)C[C@H](C)[C@@H](CN(C)Cc2ccc(Cl)c(Cl)c2)O3)cc1,5,3
C[C@@H]1CN([C@H](C)CO)C(=O)c2cc(NC(=O)NC3CCCCC3)ccc2O[C@H]1CN(C)S(=O)(=O)c1ccc(Cl)cc1,-4,7
C[C@H](CO)N1C[C@H](C)[C@H](CN(C)S(C)(=O)=O)Oc2c(NS(=O)(=O)c3ccccc3)cccc2C1=O,-6,6
